M18AAP inhibitor: PfM18AAP inhibitors, malaria aminopeptidase, primary screen, biochemical, QFRET, recombinant enzyme. inhibition, % at 7.35 µM. AID 1822, 2009. H-Glu-NHMec fluorogenic cleavage. M18 aspartyl aminopeptidase (Plasmodium falciparum 3D7). hit rate 1.2% among 290,000;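 active = inhibition above the campaign mean inhibition over all tested compounds plus 3 SD, cut at about 28% in these data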;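 also: 0% = plate median of test compound wells and 100% = 2 mM ZnCl2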
IDE cell inh: human IDE inhibitors in live cells, primary screen, fluorescence polarization, HEK cells, FAbetaB substrate. inhibition, % at 5.59 µM. AID 434962, 2010. hit rate 0.41% among 320,000. FAbetaB cleavage. Insulin-degrading enzyme (Homo sapiens), P14735;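 active = percent inhibition above the average of all tested compounds plus 3 SD, set per screening campaign, cut at about 16% in these data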;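 also: IDE supplied by intact live HEK cells; FP after avidin binding of uncleaved biotin substrate so inhibition keeps polarization high; 0% = DMSO wells and 100% = 60 µM reference IDE inhibitor Ii1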
FID counter: compounds displacing fluorescent DNA intercalator, primary screen, artefact control for HCV NS3 helicase inhibitor project, biochemical, FID fluorescence. AID 1845, 2009. hit rate 0.17% among 290,000. inhibition, % at 7.9 µM. DNA fluorescent intercalator displacement; in the data active = inhibition above about 37%;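 also: 0% = vehicle and 100% = reference compound; higher means more ethidium bromide displaced from hairpin DNA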
pCIP destab: p/CIP-EGFP fusion destabilizers, primary screen, fluorescence, F442A cells | 16 h | hit rate 0.01% among 290,000 | Q05BA5 | AID 1984, 2009 | decrease of EGFP signal, % at 10 µM;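 active = EGFP signal decrease of at least 30% at 10 µM or well 3 SD below plate mean, unless failing retest; inactive = the rest, including hits failing retest or dose response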; also: some compounds called inactive have numbers as strong as hits; many of its hits are not listed in these tables
Target sequence (Q05BA5 1-1403): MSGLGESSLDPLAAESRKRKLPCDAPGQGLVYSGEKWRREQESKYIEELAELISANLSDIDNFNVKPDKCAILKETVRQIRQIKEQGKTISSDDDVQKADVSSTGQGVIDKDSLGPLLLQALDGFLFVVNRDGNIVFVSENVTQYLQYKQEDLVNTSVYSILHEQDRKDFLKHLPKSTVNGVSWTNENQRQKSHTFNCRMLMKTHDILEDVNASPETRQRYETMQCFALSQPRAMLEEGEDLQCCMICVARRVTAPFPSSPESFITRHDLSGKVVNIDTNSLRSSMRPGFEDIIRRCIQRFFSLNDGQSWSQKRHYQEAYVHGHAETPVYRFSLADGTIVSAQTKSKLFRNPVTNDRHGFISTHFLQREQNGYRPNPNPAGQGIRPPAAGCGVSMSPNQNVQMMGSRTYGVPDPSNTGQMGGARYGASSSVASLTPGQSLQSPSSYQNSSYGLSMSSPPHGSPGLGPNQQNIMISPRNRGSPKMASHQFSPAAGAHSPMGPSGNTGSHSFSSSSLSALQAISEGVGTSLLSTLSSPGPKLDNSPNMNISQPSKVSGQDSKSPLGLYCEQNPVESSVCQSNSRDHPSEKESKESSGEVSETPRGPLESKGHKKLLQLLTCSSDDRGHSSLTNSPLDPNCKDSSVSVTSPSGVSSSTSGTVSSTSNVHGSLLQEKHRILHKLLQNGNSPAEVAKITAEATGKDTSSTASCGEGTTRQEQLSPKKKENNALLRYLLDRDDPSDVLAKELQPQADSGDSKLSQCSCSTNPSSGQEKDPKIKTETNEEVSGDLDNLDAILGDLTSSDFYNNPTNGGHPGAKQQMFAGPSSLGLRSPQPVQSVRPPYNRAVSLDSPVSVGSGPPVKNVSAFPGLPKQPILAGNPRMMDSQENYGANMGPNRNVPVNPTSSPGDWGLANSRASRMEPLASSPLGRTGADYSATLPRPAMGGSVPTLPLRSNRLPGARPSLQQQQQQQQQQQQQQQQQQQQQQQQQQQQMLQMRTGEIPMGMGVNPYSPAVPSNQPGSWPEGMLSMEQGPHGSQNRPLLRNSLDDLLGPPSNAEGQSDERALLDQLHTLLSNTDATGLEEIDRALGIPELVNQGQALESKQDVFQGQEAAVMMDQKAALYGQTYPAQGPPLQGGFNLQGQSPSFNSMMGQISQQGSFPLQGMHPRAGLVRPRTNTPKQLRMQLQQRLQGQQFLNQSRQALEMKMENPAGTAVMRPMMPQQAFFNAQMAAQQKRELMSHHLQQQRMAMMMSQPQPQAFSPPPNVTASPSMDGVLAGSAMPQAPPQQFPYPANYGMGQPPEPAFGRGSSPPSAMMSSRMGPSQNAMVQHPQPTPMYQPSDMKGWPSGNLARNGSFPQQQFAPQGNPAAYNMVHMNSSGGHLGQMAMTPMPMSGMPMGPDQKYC
HCV NS3 hel inh: inhibitors of HCV NS3 helicase, primary screen, biochemical, Cy5 molecular beacon fluorescence | Hepatitis C virus NS3 helicase | NS3 helicase DNA unwinding | inhibition, % at 10.9 µM | hit rate 0.56% among 290,000 | AID 1800, 2009;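 active = inhibition above the mean of all tested compounds plus 3 SD, set per campaign, cut at about 35% in these data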;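 also: 0% = DMSO wells and 100% = thioflavine S control wells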
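Control set: DMSO versus 110 µM thioflavine S; Material: NS3 helicase fragment of HCV; Measured by: Cy5 fluorescence at 0 and 60 min, beacon hairpin quenching; Read-out basis: percent inhibition from t60/t0 fluorescence ratio; Times: reaction time 60 min, 25 °C; Repeats: single replicate; Compound dosing: single dose, 10.9 µM nominal final, DMSO 0.8% final.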
IMP-1 inhibitor: IMP-1 metallo-beta-lactamase inhibitors, primary screen, biochemical, epi-absorbance readout, Pseudomonas aeruginosa enzyme; metallo-beta-lactamase IMP-1 (Pseudomonas aeruginosa); purified IMP-1, nitrocefin hydrolysis, epi-absorbance fluorescence; inhibition, % at 5.6 µM; hit rate 0.45% among 290,000; AID 1556, 2009;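 active = inhibition above the mean plus 3 SD of all compounds in the same screening run, cut at about 4.5% in these data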;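 also: 0% = IMP-1 with DMSO and 100% = DMSO wells lacking enzyme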
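Material – recombinant IMP-1 enzyme, purified · Amount – IMP-1 0.2 nM before substrate addition · Medium – HEPES buffer pH 7.1 with ZnSO4 and Brij 35 · Timing – 25 °C, 15 min preincubation, 25 min reaction · Measured by – plate fluorescence quenching by hydrolysis product, ex 480/em 530 nm · Read-out – percent enzyme inhibition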
VIM-2 inhibitor: VIM-2 metallo-beta-lactamase inhibitors, primary screen, biochemical, epi-absorbance readout, Pseudomonas aeruginosa enzyme; purified VIM-2, nitrocefin hydrolysis, epi-absorbance fluorescence; inhibition, % at 5.6 µM; hit rate 0.89% among 290,000; AID 1527, 2009;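 active = inhibition above the mean of all tested compounds plus 3 SD, cutoff set per screening run, cut at about 7.5% in these data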;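 also: red hydrolysis product quenches plate fluorescence so inhibitors raise well fluorescence; 0% = enzyme with DMSO and 100% = DMSO without enzyme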
IDE cell activ: human IDE activators in live cells, primary screen, fluorescence polarization, HEK cells, FAbeta-B substrate | AID 493087, 2011 | Insulin-degrading enzyme (Homo sapiens), P14735 | hit rate 0.073% among 340,000 | activation, % at 5.96 µM | FAbeta-B cleavage; 0% vehicle, 100% cell-free pure enzyme wells;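 active = activation above the mean of all tested compounds plus 3 SD, set per screening campaign, cut at about 17% in these data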
UBC9 SUMO inh: inhibitors of in vitro SUMOylation cascade, primary screen, biochemical, HTRF, uHTS | inhibition, % at 35 µM | HTRF SUMOylation assay, SAE1/SAE2 + UBC9 | SUMO-conjugating enzyme UBC9 (Homo sapiens), P63279 | hit rate 0.36% among 290,000; in the data active = inhibition above about 50%, passing the limit was not always enough; also: strong numbers were not always called active
Numbers without * were called inactive; nt = not tested or not shown.

SMILES	M18AAP inhibitor	IDE cell inh	FID counter	pCIP destab	HCV NS3 hel inh	IMP-1 inhibitor	VIM-2 inhibitor	IDE cell activ	UBC9 SUMO inh
Oc1ccc2ccccc2c1/C=N/Nc1ccccc1	2	-1	4	3	-2	-3.3	-2.5	7	-14
CC(=O)c1ccc(C(=O)Nc2sc3c(c2C(N)=O)CCN(Cc2ccccc2)C3)cc1	-4	7	3	-45	-3	5.5*	8.8*	-6	-15
O=C(Cc1cccs1)Nc1ccccc1	5	nt	-4	-12	13	-2.4	-3.1	-2	2
COCCCNCCOCCOc1ccc(C)cc1Br	-1	4	10	2	-4	-1.3	-1.3	-2	-8
O=C(NNS(=O)(=O)c1ccccc1[N+](=O)[O-])c1ccccc1[N+](=O)[O-]	9	1	-8	-2	7	-1.7	-1.6	-2	-13
COc1ccc(CNc2ccc3c(c2)nc(C)n3C)cc1OC	12	-7	-1	-4	3	-4.2	0.7	4	-1
Oc1ccc(-c2nc(-c3ccc(O)c(O)c3)cs2)cc1	59*	-2	0	0	14	-1.7	-0.5	4	-2
O=[N+]([O-])c1ccc(N(CC2CO2)S(=O)(=O)c2ccccc2)cc1 (configuration not stated)	-1	5	0	-7	-5	-1.9	-1.6	4	-15
CCS(=O)(=O)N1CCN(C(=O)CC(C)C)CC1	5	3	2	-7	4	-0.9	-2.7	4	-17
O=C(Nc1ccc(S(=O)(=O)NCc2ccco2)cc1)C1CCCCC1	2	2	-7	-14	-4	0.0	-1.0	1	16
CC(C)c1ccc[n+](-c2nc([O-])sc2C=O)c1	0	7	-1	8	-12	-0.4	0.1	nt	12
Cc1ccc(OCC(=O)N(Cc2cccs2)C2CCS(=O)(=O)C2)cc1 (configuration not stated)	-5	-4	-22	6	4	-2.2	-0.5	-1	18
CN1CCN(NC(=O)Nc2ccc([N+](=O)[O-])cc2)CC1	2	-4	1	-5	-1	-2.4	-2.7	3	-2
O=S(=O)(NCc1cccnc1)c1ccc2c(c1)OCCO2	-2	-4	2	-8	8	-3.5	-1.4	4	-7
CN1CCN(CCCNC(=O)c2nnc(Cc3c(F)cccc3Cl)o2)CC1	2	-6	-1	2	-3	0.5	-3.4	2	8
O=C(NCc1ccco1)C1(S(=O)(=O)c2ccccc2)CC=CC1	-3	5	-4	9	12	-1.5	-3.4	2	1
Cc1ccc2nc(-c3ccc(F)cc3)nc(SCC(=O)NCC3CCCO3)c2c1 (configuration not stated)	1	4	-4	-4	-6	-1.9	-1.6	-3	6
COC(=O)/C=C1/C(=O)N/C(=N\c2nc(C)cc(C)n2)N1c1ccc(OC)cc1	-2	-3	-7	2	-3	-3.1	-2.0	2	-11
COc1ccc(C(NCC(=O)NC(C)c2ccc(Cl)cc2)c2ccccc2)cc1 (configuration not stated)	-8	-2	-6	-6	-47	1.1	-1.6	2	7
COc1cccc(NC(=O)N2CCCC(C(=O)NCc3ccc(F)cc3)C2)c1 (configuration not stated)	-11	0	-13	0	3	-1.9	-1.2	4	6

Compound profiles (already shown). Screens in order: M18AAP inhibitor, IDE cell inh, FID counter, pCIP destab, HCV NS3 hel inh, IMP-1 inhibitor, VIM-2 inhibitor, IDE cell activ, UBC9 SUMO inh
COc1ccc(CNc2ccc3c(c2)nc(C)n3C)cc1OC across the screens: 12, -7, -1, -4, 3, -4.2, 0.7, 4, -1
CCS(=O)(=O)N1CCN(C(=O)CC(C)C)CC1 across the screens: 5, 3, 2, -7, 4, -0.9, -2.7, 4, -17

The listing continues:
SMILES	M18AAP inhibitor	IDE cell inh	FID counter	pCIP destab	HCV NS3 hel inh	IMP-1 inhibitor	VIM-2 inhibitor	IDE cell activ	UBC9 SUMO inh
CCN(CC)Cc1cc2ccccc2c2c1COC2	-2	1	-3	-3	-1	-2.0	-1.1	-4	14
COC(=O)/C(=C/Nc1ccc(O)cc1)[N+](=O)[O-]	0	2	-70	-4	9	-0.5	-3.2	3	27
CC[N+](C)(CC)CCC/C(=N/O)C(O)(c1ccccc1)c1ccccc1	2	3	0	-1	5	-3.9	-1.6	nt	11
O=C(COc1ncnc2scc(-c3ccc(F)cc3)c12)NCc1ccco1	0	-2	-11	-12	3	-2.2	-2.1	6	10
Cc1nnc(SCCn2c(N3CCCC(C)C3)nc3c2c(=O)n(C)c(=O)n3C)s1 (configuration not stated)	-1	-1	-6	0	-1	-2.8	-1.1	3	-1
O=C(Nc1ccc(Cl)cc1)OCc1cn(-c2ccccc2)nn1	4	7	-19	7	10	7.5*	-3.4	8	-3
CN1CCN(CC(=O)Nc2ccc(OCc3ccccc3)cc2)CC1	1	3	6	-5	-6	-5.9	-5.3	nt	9
O=C(O)c1nnn(-c2cc(C(F)(F)F)cc(C(F)(F)F)c2)c1-c1ccccc1	1	-2	-17	-17	15	-1.2	-2.7	2	-4
CC(=O)Nc1ccc(S(=O)(=O)NNC(=O)COc2ccc(C)cc2)cc1	-1	12	-4	-5	1	-4.3	-3.6	5	1
C/C(Cc1ccccc1)=N\NC(=O)CNC(=O)c1ccccc1	2	-4	-3	-4	8	-2.5	-3.4	0	14
O=C(C1CCCN(S(=O)(=O)c2ccccc2)C1)N1CCCCCC1 (configuration not stated)	-5	3	-6	-12	-8	-1.2	-3.4	-5	6
COc1ccc(N(CC(=O)Nc2ccc3c(c2)OCO3)S(=O)(=O)c2ccc(F)cc2)cc1	0	-2	-4	-19	-9	-2.1	-3.2	8	17
O=C(c1ccco1)N1CCN(C(=O)N2CCCC2)CC1	0	-3	1	-16	-7	-2.0	0.7	6	-2
C=CCOc1ccc(C2C(C(=O)c3ccco3)=C(O)C(=O)N2c2nnc(C)s2)cc1 (configuration not stated)	10	1	-23	-7	16	5.2*	3.7	-5	7
CCOc1ccc(C(CCc2ccccc2)NC(=O)c2ccc(OC)c(OC)c2)cc1OCC (configuration not stated)	-10	5	-4	-14	0	-3.7	-2.6	4	-11
CS/C(N)=N/N=C/c1cc(Br)cc(Br)c1O	24	0	12	-1	1	-2.1	-3.1	-1	10
O=C(Cc1ccc(F)cc1)OCN1C(=O)c2ccccc2C1=O	-1	-6	-15	-4	-2	-1.7	-2.4	-1	-8
CCN(CC(=O)Nc1ccc(N2CCOCC2)cc1)CC(=O)NC(C)(C)C	2	1	-15	4	4	-2.1	-2.1	-1	5
COc1ccc(/C=N/NC(=O)CCc2c(C)n[nH]c2C)cc1OC	-3	-1	-6	-13	1	-1.1	0.3	4	22
Cc1ccc(NC(=O)CN(C)C(=O)COC(=O)CNS(=O)(=O)c2ccc(Br)cc2Cl)cc1	3	1	-34	-3	-7	-2.4	0.5	2	-7
O=C(CN1CCCCC1)Nc1cccc([N+](=O)[O-])c1	-7	7	4	-8	-7	-1.5	2.3	7	17
O=C(NC1(C(F)(F)F)NC(=O)N(Cc2ccco2)C1=O)c1cccnc1 (configuration not stated)	2	4	-1	-6	-3	-4.8	-1.6	-5	3
COc1ccccc1OCCC(=O)OCC(=O)c1c(N)n(C)c(=O)n(C)c1=O	5	4	-15	-1	1	-5.2	-3.7	4	2
CCCc1cc2c(cc1NC(=O)c1ccc(C(C)(C)C)cc1)OCO2	-11	-1	-27	-8	-6	-3.6	-0.5	-1	-30
COc1ccc(C(=NNc2ccccc2C(=O)O)c2ccc(OC)cc2)cc1	-4	-1	-17	0	24	-1.6	-0.2	4	11
COc1ccc(OC)c(NC(=O)NNC(=O)COc2ccc(-c3ccccc3)cc2)c1	2	5	-22	8	0	-3.4	-2.5	-1	-10
CC1S/C(=N\N=C\c2cccc([N+](=O)[O-])c2)N(C(C)(C)C)C1=O (configuration not stated)	-14	3	-10	-8	-7	0.0	0.4	8	10
CN(C)c1ccc(C=NCCC2(c3ccccc3)CCOC(C)(C)C2)cc1 (configuration not stated)	0	0	0	-16	6	-4.0	-2.6	4	-12
CCOc1ccc(CCNC(=O)Cn2ncn3nc(-c4ccc(OC)cc4)cc3c2=O)cc1OCC	-2	2	-9	4	-7	-1.5	-1.8	7	3
O=C(Nc1ccccc1)N1CCN(C(=O)Nc2ccccc2)CC1	-3	-1	6	3	-3	-4.3	0.5	nt	-2
Cc1[nH]c(=O)[nH]c(=O)c1S(=O)(=O)N1CCCC(C(=O)NCCc2ccc(Cl)cc2)C1 (configuration not stated)	7	2	-2	-4	-9	-3.5	-2.7	1	16
COc1cccc(C(=O)Oc2cc(-c3ccccc3)no2)c1	2	-2	2	-6	-2	0.9	0.3	-3	-1
Cc1ccc(S(=O)(=O)NC(CC(=O)NC2CCCC2)c2ccco2)cc1 (configuration not stated)	2	1	-14	-11	-7	-0.2	-0.7	6	-12
COc1ccc(C(=O)NC2CCN(C(=S)Nc3cc(C)cc(C)c3)CC2)cc1	-2	-2	-7	-3	-1	-4.7	-4.8	-3	4
Cc1cccc(N(CC(=O)Nc2ccc(-c3nc4ccc(C)cc4s3)cc2)S(C)(=O)=O)c1	-10	10	3	-9	5	-0.6	-0.6	-5	4
c1ccc2oc(SCc3cn4ccsc4n3)nc2c1	-29	2	-6	5	0	-7.6	-0.8	0	14
O=c1/c(=C/c2ccccc2)sc2nnc(-c3cccs3)n12	0	2	-3	-4	-4	-1.5	0.1	nt	7
CCC(C)[C@H](NC(=O)OC(C)(C)C)C(=O)NCC1CCC(C(=O)N[C@@H](Cc2ccccc2)C(=O)O)CC1 (some centres not stated)	1	-4	-37	-8	3	-3.1	-1.2	1	7
CCOc1ccc(C(=O)/C=C/Nc2ccc(S(=O)(=O)N=C(N)N)cc2)cc1	0	1	-8	-6	-2	-1.9	-0.8	-3	12
CCCN(CC(=O)Nc1ccccc1OC)C(=O)c1ccc(=O)[nH]c1	1	-3	-6	-8	1	-5.5	-4.6	-2	8
CC(C)=C1C2CCC1C1C(=O)N(NC(=O)COc3ccc(Cl)c(C)c3)C(=O)C21 (configuration not stated)	2	1	-18	-14	-2	-4.1	-4.1	5	-8
CC(CCc1ccccc1)NC(=O)COc1cc(F)ccc1[N+](=O)[O-] (configuration not stated)	-17	-2	-17	-8	-7	-1.8	-1.3	1	-25
COc1ccccc1CCn1cnc2c3cc(C)ccc3n(C)c2c1=O	-6	0	-4	-6	-8	-4.4	-2.9	1	-8
COc1ccc(NC(=O)CSc2sc3c(O)cc(=O)[nH]c3c2C#N)c(OC)c1	11	-1	-20	-3	19	-1.7	-3.7	0	7
Cc1ccc(C)c(C(=O)Cn2ncc(Cl)c(Cl)c2=O)c1	-3	6	-9	-5	10	-3.4	-1.4	-2	8
C=CCn1c(N)c(C(=O)NCC2CCCO2)sc1=S (configuration not stated)	1	1	1	-9	-4	-1.1	0.2	-1	4
